# aDG glyco up = increases alpha dystroglycan glycosylation; activation, % at 10 µM; Pro5-aDG cells, alpha-DG glycosylation AlphaScreen (IIH6); 0% Pro5, 100% B10-LARGE cell signal; AID 624168; hit rate 0.22% among 360,000;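 active = activation of at least 8% versus controls, or a plate z-score of at least 8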;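 note: Pro5 are CHO cells carrying HIG-tagged alpha-DG that lacks glycosylation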
# PDI inh = blocks human protein disulfide isomerase activity; P07237; AID 588391; PDI insulin aggregation turbidity, A650, 90 min; hit rate 0.052% among 350,000; inhibition, % at 10 µM;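 active = mean inhibition across replicates of 30% or more, whatever share of single replicates reach that level; inconclusive = mean inhibition below 30% while every single replicate reaches 30%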;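 note: absorbance from insulin aggregation driven by PDI reduction with DTT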
# hiPSC survival = hiPSC single-cell survival enhancement; ATPlite luminescence; 100% = ROCK inhibitor wells, 0% = DMSO; hit rate 0.044% among 360,000; survival enhancement, % at 20 µM; in the data active = survival enhancement above about 18%;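 note: cells exposed to compounds for 16 hours before the ATP read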
# H9c2 protect = myocardial damage modulation in H9c2 cells; H9c2 cardiomyocytes, H2O2 injury protection, ATPLite, 2 h; protection from H2O2 cell death, % at 20 µM; hit rate 0.63% among 360,000;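 active = compounds giving at least 50% protection of heart cells from peroxide-induced death in the single-dose screen, raw or plate-pattern-corrected value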;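 note: 0% = DMSO wells with peroxide and 100% = DMSO wells without peroxide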
# CaV13 FRET inh = Disruptors of the CACNA1D IQ motif to Ca2+-dependent inactivation inhibitor domain association, primary screening, Förster resonance energy transfer in intact living … | inhibition, % at 12.3 µM | HEK cells, CFP/YFP FRET ICDI-IQ, plate reader, 10 min; percent FRET-ratio fall versus neutral wells | AID 743397 | hit rate 0.098% among 340,000;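 active = mean replicate inhibition of at least 30% and at least 1% of replicates passing that level; inconclusive = only one of the two criteria is met; inactive = neither criterion is met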;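 note: 0% = median of the neutral control wells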
# Vif inh = HIV Vif inhibition; inhibition, % at 7.49 µM; hit rate 0.35% among 340,000; HEK293T cells, Vif self-association by quenched fluorescence, imaging, 24 h; in the data active = inhibition above about 50%, passing the limit was not always enough; inconclusive = no clear call, values can overlap the other calls; inactive = below about 31%; note: some results filed as inactive read as strong as hits
# ABCB6 inh 2 = human ABCB6 transporter inhibition; Q9NP58; K562-ABCB6 porphyrin accumulation, flow cytometry, 1 h; stronger effect = lower value; fluorescence ratio to DMSO, % at 10 µM; hit rate 0.19% among 360,000; AID 602162;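 active = fluorescence ratio to DMSO below 75%, the collection mean minus 3 SD; inconclusive = too few cells collected in the well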;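 note: signal is porphyrin accumulated inside mitochondria; 100% equals median channel fluorescence of DMSO control wells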
# Target sequence (Q9NP58 whole entry, looked up): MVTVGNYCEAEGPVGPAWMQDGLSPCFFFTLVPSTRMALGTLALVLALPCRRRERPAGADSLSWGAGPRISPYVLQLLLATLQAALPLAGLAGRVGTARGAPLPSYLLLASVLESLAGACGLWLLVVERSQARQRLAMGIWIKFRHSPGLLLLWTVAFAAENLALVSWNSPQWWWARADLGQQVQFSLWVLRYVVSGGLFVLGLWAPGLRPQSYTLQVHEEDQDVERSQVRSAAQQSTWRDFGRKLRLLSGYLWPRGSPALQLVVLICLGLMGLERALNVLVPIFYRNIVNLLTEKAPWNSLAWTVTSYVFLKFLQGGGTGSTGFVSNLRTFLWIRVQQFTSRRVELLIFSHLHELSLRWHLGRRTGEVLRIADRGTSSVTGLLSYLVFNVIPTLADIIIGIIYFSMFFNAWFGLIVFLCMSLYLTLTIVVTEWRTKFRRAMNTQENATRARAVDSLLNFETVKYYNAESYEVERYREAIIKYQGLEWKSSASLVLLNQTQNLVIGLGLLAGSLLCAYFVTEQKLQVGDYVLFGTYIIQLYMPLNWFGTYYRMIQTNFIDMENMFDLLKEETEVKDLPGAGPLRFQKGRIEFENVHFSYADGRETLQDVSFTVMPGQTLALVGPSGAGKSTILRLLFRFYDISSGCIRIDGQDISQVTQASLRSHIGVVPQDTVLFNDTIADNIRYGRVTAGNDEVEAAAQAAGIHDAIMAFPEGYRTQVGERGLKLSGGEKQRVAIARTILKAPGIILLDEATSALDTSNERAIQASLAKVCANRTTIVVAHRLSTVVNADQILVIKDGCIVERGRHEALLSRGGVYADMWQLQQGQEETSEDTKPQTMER
# m5-HT2A agonist = agonists of mouse serotonin 5-HT2A receptor (HTR2A). AID 624169. CHO-K1 mHTR2A beta-arrestin complementation, luminescence; percent of 30 µM serotonin response. hit rate 0.66% among 360,000. activation, % at 7.6 µM;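 active = activation above a run cutoff, the mean activation of all tested compounds plus 3 SD, cut at about 14% in these data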;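 note: 0% = plate median of compound wells and 100% = 30 µM serotonin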
# Granule exo inh = lytic granule exocytosis inhibition. TALL-104 LAMP-1 surface exposure, flow cytometry; cells stimulated with thapsigargin and PMA. inhibition, % at 10 µM. hit rate 0.66% among 360,000. AID 651702;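 active = inhibition above about 55%, limit read from the data; inconclusive = no clear call, values can overlap the other calls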
# Glyco luc inh = blocks N-linked glycosylation in D54 reporter cells; D54 ERlucT glycosylation luciferase reporter, 24 h; percent of 100 nM tunicamycin response; reporter increase, % at 12.5 µM; hit rate 0.23% among 360,000; AID 588692;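 active = mean luciferase reporter signal, scaled so untreated is 0 and the glycosylation-blocking control 100, at or above a set limit in every replicate; inconclusive = mean reaches the limit but not every replicate does; inactive = mean below the limit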;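 note: luciferase carries N-glycosylation sites so blocking glycosylation raises the light; 0% = median of neutral control wells and 100% = median of 100 nM tunicamycin wells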
# Starred values were filed as active, the others as inactive; ? = inconclusive; / = not tested or not shown.
SMILES,aDG glyco up,PDI inh,hiPSC survival,H9c2 protect,CaV13 FRET inh,Vif inh,ABCB6 inh 2,m5-HT2A agonist,Granule exo inh,Glyco luc inh
CCCCOc1ccc(N2C(=O)CC(NCCc3ccc(S(N)(=O)=O)cc3)C2=O)cc1 (stereo not given),-0.1,-13,3.2,-8,-6,-2,103,-3,-1,-1
O=C(NCCC1CCCCN1S(=O)(=O)c1cccs1)C(=O)Nc1ccccc1 (stereo not given),-0.1,-3,0.6,-3,-1,-1,92,5,-2,-1
Cc1ccccc1NC(=O)c1nc(S(C)(=O)=O)ncc1Cl,-0.1,4,-0.2,-18,-3,16,105,-3,79*,-14
CCN1CCN(C(=O)c2ccc3c(=O)n(Cc4ccccc4OC)c(=S)[nH]c3c2)CC1,0.0,10,-2.5,0,-3,15,69*,-8,-4,-2
CC1(C)CC(=O)C=C(c2ccccc2-c2ccc3cc[nH]c3c2)C1=O,0.5,5,6.6,-5,-5,6,107,-4,-6,0
OC(c1cccs1)(c1cccs1)C1C[N+]2(CF)CCC1CC2 (stereo not given),-0.1,6,-1.7,-7,-7,0,103,1,2,0
COc1cc(C2SC(C)C(=O)N2CCc2ccccc2)cc(OC)c1OC (stereo not given),0.9,0,-2.4,-4,-2,1,103,-4,-1,1
CCC(C)NCCOCCOc1ccc(Br)cc1 (stereo not given),0.6,4,0.9,4,-9,-22,96,5,4,-2
C/C(=N\NC(=O)C1CC1)c1ccc(Cl)cc1,0.0,5,-0.1,-2,-5,-5,102,2,-4,1
CCCCSc1ccc(NC(=O)c2cccnc2)cc1,0.5,0,0.0,-9,-4,/,99,-5,-1,1
O=C(Nc1ccc(F)cc1F)c1cccnc1,-0.2,3,1.0,0,-5,1,87,8,2,1
COc1cc(OC)c(C(=O)NCC(c2cccs2)N(C)C)cc1OC (stereo not given),0.1,2,-0.8,-4,/,5,100,-3,-2,-6
COc1ccccc1C(=O)COC(=O)/C(=C/c1ccccc1)NC(C)=O,-0.1,4,-0.3,3,-2,-2,99,-1,0,-1
CN(Cc1ccc(CNC[C@H]2O[C@@H](n3cnc4c(N)ncnc43)[C@H](O)[C@@H]2O)o1)S(C)(=O)=O,0.0,6,-2.2,0,-6,2,97,-3,-2,2
Cc1cc(=O)oc2cc(OCC(=O)OCC(=O)Nc3ccccc3Br)ccc12,0.1,-5,1.2,16,2,11,103,-1,9,1
COc1ccc(C(O)c2ncc(-c3ccc(Cl)cc3)[nH]2)cc1 (stereo not given),-0.4,0,1.9,-9,-4,6,94,-3,-13,-2
Cc1[nH]n(-c2ccccc2)c(=O)c1C=Nc1cccc2cccnc12,0.5,-18,0.3,31,-7,1,88,-10,0,3
COC(=O)C1(C(=O)OC)C[C@H](/C=C/c2ccccc2)N(Cc2ccccc2OC)[C@@H]1c1ccc(F)cc1,-0.4,/,/,/,-8,/,/,1,-9,/
Cc1cc(C)cc(OC(C)C(=O)Nc2ccccc2C(=O)NCc2cccnc2)c1 (stereo not given),0.0,0,-0.3,0,-2,8,97,7,-1,-2
COc1oc(-c2ccc(Cl)cc2)nc1C(F)(F)F,-0.4,8,-0.3,1,-4,-4,98,2,-2,2
C/C(=N\Nc1nc2ccccc2s1)c1ccc(Br)s1,0.0,0,1.2,-10,-3,0,90,-8,3,10
O=C(Nc1ccc2c(c1)OCCO2)C(c1ccnc2ccccc12)N1CCN(c2ccc(C(F)(F)F)cn2)CC1 (stereo not given),-0.3,/,-1.5,-6,-5,3,96,-5,11,-11
CC(C)Cn1c2c(c(O)c(C(=O)Nn3c(Cc4ccccc4)nc4ccccc4c3=O)c1=O)CCCC2,0.7,10,-2.9,-3,1,/,101,9,-1,-3
Cc1cccc(N2C(=O)C(O)=C(C(=O)c3cccs3)C2c2cccc(Oc3ccccc3)c2)n1 (stereo not given),0.2,-5,-0.1,4,-5,-2,95,-3,-8,0
COc1cc2c(cc1OC)CN(CC(=O)Nc1ccc(S(=O)(=O)N3CCCC3)cc1)CC2,-0.1,-7,2.2,4,-7,4,89,10,2,-2
CC(C)CN1CC(=O)N2C(c3ccccc3)c3[nH]c4ccccc4c3C[C@H]2C1=O (stereo not given in full),-0.1,6,0.5,5,-18,0,96,3,1,0
Cc1nn(-c2ccccc2)c(C)c1NC(=O)COC(=O)C1CC(=O)N(CCc2ccccc2)C1 (stereo not given),-0.2,3,-0.1,-5,-16,/,100,3,1,4
CC(C)OP(=O)(OC(C)C)C(NC(=O)c1ccccc1Br)C(N)=O (stereo not given),0.0,15,-0.7,8,-1,-3,104,0,-3,2
CCN(Cc1ccc(C#CCCO)cc1)CC1CCCN(CCc2cccc(F)c2)C1 (stereo not given),0.4,6,-0.8,-4,-19,6,100,-3,88*,0
CN1CCN(C(=O)OC2CC3CC2[C@H]2CCCCN2C3=O)CC1 (stereo not given in full),0.1,/,0.0,/,-4,/,94,-4,-5,/
NC(=O)c1ccccc1-c1nc(-c2ccccc2)no1,0.1,6,0.8,-2,-9,21,96,0,1,1
O=C(COC(=O)c1ccccc1SCC(=O)N1CCCC1)NCc1ccccc1,0.3,-4,0.4,-3,-2,6,94,6,-8,2
COc1ccccc1/C=N/N1CCN(Cc2ccccc2Cl)CC1,-0.1,7,-0.3,-1,-19,-2,95,-2,-8,2
COc1ccccc1N1CCN(S(=O)(=O)c2c(C)ccc3nsnc23)CC1,0.0,15,-2.4,-1,-6,3,106,-4,2,-2
CC1(C)Cc2nc3nc(SCC(=O)Nc4ccccc4)nc(N)c3cc2CO1,0.7,-3,-1.7,-1,-18,-2,102,2,7,0
NC(=O)c1ccc(NC(=O)CCc2nc3sc4c(c3c(=O)[nH]2)CCCC4)cc1,-0.3,2,1.6,37,-6,9,97,-4,20,2
O=c1c2ccccc2c2ccccc2c(=O)n1Cc1cccnc1,-0.1,5,-2.6,-3,-5,1,99,1,0,1
CCCCN(CC)S(=O)(=O)N1CCC(C(=O)NCc2ccc(F)cc2)CC1,0.4,14,-0.4,0,-8,-8,85,0,3,-3
CCOc1ccc(NCc2nc3ccccc3n2CCOc2ccccc2)cc1,0.2,4,-1.9,-8,-3,5,98,-7,5,1
NS(=O)(=O)c1ccc(O)c(NC(=O)c2ccc([N+](=O)[O-])cc2)c1,0.0,-2,0.1,-2,5,-10,101,7,-2,-1
Cc1ccc(-n2cccc2/C=C2/C(=N)N3C(=NC2=O)SN=C3S(C)(=O)=O)cc1,0.6,24,0.2,2,-4,18,97,3,0,4
Cc1cc(C)cc(NC(=O)C2CCCN2S(=O)(=O)c2cccc3cccnc23)c1 (stereo not given),-0.1,9,-0.2,2,-4,-2,92,-6,0,-2
COc1ccc(CCNC(=O)c2ccc(NC(=O)CC3SC(N4CCCC4)=NC3=O)cc2)cc1OC (stereo not given),-0.4,7,-0.8,-1,-7,8,93,-1,-1,2
COc1ccc(-c2ccc(C(=O)NCc3ccccc3)c3occc23)c(C)c1,0.5,11,-1.7,-14,-7,?,96,-9,5,-5
CN(C)C(CNC(=O)/C=C/c1cccc(Cl)c1)c1ccccc1 (stereo not given),0.0,4,-0.1,-2,9,-1,98,-9,5,-5
Cc1ccc(CNC(=O)c2ccc(NC3=NC4CS(=O)(=O)CC4S3)cc2)cc1 (stereo not given),0.2,/,0.3,-1,7,17,99,-3,3,1
O=C(CCl)N1CCN2C(=O)c3ccccc3C12c1ccc(Cl)cc1 (stereo not given),-0.4,4,2.4,-11,-18,7,99,-3,-3,10
COc1ccc(C)cc1-n1nnnc1SCc1nc2ccccc2s1,3.2,-4,-1.3,-6,-3,-12,95,-2,0,-9
CCCCc1ccc(NC(=O)CSc2nc(=O)n(CCN3CCOCC3)c3c2CCC3)cc1,0.4,2,0.0,-10,-6,2,95,0,4,-1
O=C(NCc1cccs1)C(=O)NCC1OCCCN1S(=O)(=O)c1ccc(F)cc1 (stereo not given),0.0,-6,3.0,6,-3,-6,103,3,0,3
Cc1ccc(-c2nnc(SCC(=O)N3CCN(c4ccccc4)CC3)o2)cc1,0.0,0,1.3,3,-5,19,99,0,1,0
CCN(c1ccccc1)S(=O)(=O)c1ccc(Cl)nc1,0.6,5,0.2,6,-1,3,97,-1,-2,0
Cc1ccnc(NS(=O)(=O)c2ccc(-n3cccn3)cc2)c1,-0.1,6,-0.6,4,-6,-11,98,-6,3,2
C#CCNC(=O)C1=C[C@H](c2coc3ccccc3c2=O)[C@@H](CCCO)[C@H](OCC)O1,0.3,22,5.9,7,-11,-8,96,5,-6,6
Cc1ccc(NC(=O)c2sc(N)nc2-c2ccc([N+](=O)[O-])cc2)c(C)c1,-0.3,3,0.7,15,-14,-2,99,0,2,11
O=C(Nc1nc(-c2cccnc2)cs1)c1cccc([N+](=O)[O-])c1,0.4,0,0.8,-13,-2,-2,95,3,-1,1
COc1ccc(C(=O)NC2CC2)cc1OC1CCN(Cc2ccc(NC(C)=O)cc2)CC1,-0.1,2,0.1,6,-5,8,98,-2,2,2
O=C(CCN1C(=O)CC1c1ccco1)N1CCOCC1 (stereo not given),0.1,/,-1.7,7,/,5,92,-4,-2,-1
COC(=O)c1ccc(NC(=O)Cc2ccc(C)cc2)cc1,0.0,8,0.7,-7,-3,19,92,-2,2,0
C/C(=N\Nc1cccc(C(=O)O)c1)c1ccc2c(c1)Nc1ccccc1S2,0.0,-5,-0.6,45,/,-4,100,-2,-6,-1

# Exported with two lines to a compound: part of the list above.
# Sequence of screens – aDG glyco up, PDI inh, hiPSC survival, H9c2 protect, CaV13 FRET inh, Vif inh, ABCB6 inh 2, m5-HT2A agonist, Granule exo inh, Glyco luc inh
O=C(NCc1cccs1)C(=O)NCC1OCCCN1S(=O)(=O)c1ccc(F)cc1 (stereo not given)
    0.0, -6, 3.0, 6, -3, -6, 103, 3, 0, 3
Cc1ccc(-c2nnc(SCC(=O)N3CCN(c4ccccc4)CC3)o2)cc1
    0.0, 0, 1.3, 3, -5, 19, 99, 0, 1, 0

# Continuation:
SMILES,aDG glyco up,PDI inh,hiPSC survival,H9c2 protect,CaV13 FRET inh,Vif inh,ABCB6 inh 2,m5-HT2A agonist,Granule exo inh,Glyco luc inh
O=C(O)C1CCC(N2C(=O)C3CCCCC3C2=O)CC1 (stereo not given),-0.1,2,-0.8,5,-5,11,106,4,-6,2
Cc1ccccc1S(=O)(=O)Cc1ccc(C(=O)N2CCN(c3ccccc3F)CC2)o1,-0.5,2,-0.1,17,-2,-2,96,2,15,-1
O=C(N/N=C/c1ccco1)c1cccc([N+](=O)[O-])c1,-0.1,9,-0.9,8,-14,-1,102,4,14,1
CC(C)CNC(=O)c1ccccc1C(=O)NC1(C(=O)NCC(C)C)CCCC1,0.2,1,-1.9,3,-11,-4,101,2,-1,1
O=c1c2ccccc2nc(SCc2cn3ccsc3n2)n1-c1ccccc1F,0.1,0,-0.6,10,/,3,101,-7,0,4
O=C(c1cccc(S(=O)(=O)N2CCOCC2)c1)N1CCN(c2ccccc2)CC1,0.0,-2,-1.4,0,-7,3,96,-5,0,-1
Cc1ccc(/C=N/Nc2ccc(C(=O)O)cc2)o1,0.3,1,0.7,0,3,1,87,8,6,-4
COc1ccc(C2CC(c3cccs3)n3nc(N)nc3N2)cc1 (stereo not given),-0.1,/,3.2,62*,-2,-3,101,-3,1,4
N#Cc1nc(N)nc(N(c2ccccc2)c2ccccc2)n1,0.2,-19,-2.9,-1,-5,1,109,-1,0,0

# Rows were taken by chance; any-hit rate near 3.1%.
